# Screens as filed in PubChem BioAssay.
# TDP43 rescue – inhibitors of TDP-43 toxicity in yeast; Potency, µM (titrated, usually from 46.1 µM), for inactives: at the highest dose growth rescue (activation), most hits filed as activators; AID 652104; TDP-43 expressing yeast growth rescue, BacTiter-Glo, 24 h; 410,000 tested, 1.8% active; note: % of control where 0% means no effect; nearly all actives have a fitted effect of over 50% in size
#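 Yeast expressing TDP-43 (pregrown in raffinose, seeded at OD600=0.02 in galactose medium) exposed to compounds 24 hr at 30 deg C. Growth read by BacTiter-Glo luminescence; rescue of toxicity appears as increased signal.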
# SW480 rerep – inducers of DNA re-replication in SW480 colon cancer cells | 340,000 tested, 1.8% active | AID 624297 | Potency, µM (series often up to 46.1 µM), without a hit: top-dose re-replication activation, actives largely listed as activators | SW480 DNA re-replication, Hoechst DNA content imaging, 48 h; note: % of control where 0% means no effect; nearly all actives have a fitted effect of over 55% in size
#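 SW480 cells exposed to compounds for 48 hr at 37 C, 5% CO2, then Hoechst-stained 40 min. Nuclear DNA content imaged by fluorescence scanning (405 nm excitation, 500-530 nm emission); re-replication scored as increased high-intensity nuclei.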
# HT1080NT lethal – kills 2HG-producing HT-1080-NT fibrosarcoma cells; HT-1080-NT fibrosarcoma viability, CellTiter-Glo ATP luminescence, 48 h; Potency, µM (highest dose often 46.1 µM), for inactives: at the top dose activity, negative = less viability, most hits filed as cytotoxic; 360,000 tested, 1.6% active; AID 686970;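 note: NT is the 2HG producing partner of a matched IDH1 knockdown line; 0% = DMSO-treated cells and -100% = media-only wells without cells; nearly all actives have a fitted effect of over 55% in size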
#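 Toxicity toward the 2HG-producing NT line was scored as %Activity, normalised to DMSO and no-cell wells, from CellTiter-Glo luminescence after 48 hours' treatment.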
# KB-V1 cytotox – kills drug-selected multidrug resistant KB-V1 cells; KB-V1 MDR cells viability, CellTiter-Glo, 72 h; Potency, µM (highest dose often 46.1 µM), without a hit: at the top dose activity change, negative = cytotoxicity, usual class: cytotoxic; 400,000 tested, 3.4% active; note: % is set by controls: 0 for no effect and ±100 for the full control effect; nearly all actives have a fitted effect of over 60% in size
#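 KB-V1 cells (P-gp-expressing MDR subline of KB-3-1) in phenol-red-free DMEM with 10% FBS were exposed to library compounds over a concentration series for 72 h at 37 degrees C. Viability read by CellTiter-Glo luminescence; concentration-effect curves fitted after normalization.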
# GLP-1R agonist – activates the human GLP-1 receptor; P43220; HEK293 GLP-1R CRE-luciferase, luminescence, 4-6 h; cells express a hypersensitive GLP-1R form; Potency, µM (titrated, usually from 45.6 µM), without a hit: at the top dose activation, most hits filed as activators; 380,000 tested, 0.007% active; AID 624172; note: % of control where 0% means no effect
# Target sequence (P43220 whole entry, looked up): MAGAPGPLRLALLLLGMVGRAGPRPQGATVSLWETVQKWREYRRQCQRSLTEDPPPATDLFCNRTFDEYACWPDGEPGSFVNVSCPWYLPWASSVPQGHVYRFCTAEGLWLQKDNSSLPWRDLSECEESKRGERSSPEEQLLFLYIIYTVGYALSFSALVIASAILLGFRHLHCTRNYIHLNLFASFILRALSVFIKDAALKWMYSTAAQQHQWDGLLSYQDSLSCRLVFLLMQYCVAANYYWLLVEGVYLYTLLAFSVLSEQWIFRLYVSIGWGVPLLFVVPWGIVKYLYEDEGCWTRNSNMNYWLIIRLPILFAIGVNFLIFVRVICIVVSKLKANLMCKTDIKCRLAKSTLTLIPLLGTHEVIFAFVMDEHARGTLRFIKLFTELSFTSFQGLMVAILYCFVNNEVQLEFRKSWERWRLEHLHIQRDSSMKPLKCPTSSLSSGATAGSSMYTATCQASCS
# GLP-1R inv ag – GLP-1 receptor (human) inverse agonism; HEK293 GLP-1R CRE-luciferase, luminescence, 24 h; GLP-1R form is constitutively active; P43220; Potency, µM (highest dose often 38.3 µM), for inactives: at the top dose activity change, negative = inhibition, actives largely listed as inhibitors; 410,000 tested, 1.6% active; note: % is set by controls: 0 for no effect and ±100 for the full control effect; nearly all actives have a fitted effect of over 55% in size
#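 Stable HEK293 clone (constitutively active GLP-1R + cAMP-response luciferase); 200 cells/uL plated, 12 h pre-culture, compound 24 hr, 37 deg C/5% CO2; detection reagent 12 min RT; luminescence.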
# HEK293 tox – cytotoxic in the GLP-1 receptor inverse agonist counter-screen; HEK293 cAMP-luciferase reporter cells, luminescence, 24 h; Potency, µM (doses to about 38.3 µM), without a hit: top-dose activity change, negative = inhibition, most hits filed as inhibitors; 410,000 tested, 0.13% active; AID 624418;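 note: loss of luciferase light is scored as toxicity; % is set by controls: 0 for no effect and ±100 for the full control effect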
#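 Compound-treated cells are incubated 24 hr at 37 deg C under 5% CO2 after a 12 hour attachment period, then luciferase detection reagent is added and luminescence is measured following 12 min at room temperature; lowered signal indicates toxicity.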
# HT1080 IDH1KD tx – HT-1080 IDH1 knockdown cell toxicity (counter line); Potency, µM (series often up to 46.1 µM), for the others: at the highest dose activity, negative = toxicity, actives largely listed as cytotoxic; HT-1080 IDH1 knockdown viability, ATP luminescence, 48 h; 360,000 tested, 2% active; AID 686971;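 note: 0% = DMSO wells and -100% = cell-free medium wells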
#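 CellTiter-Glo luminescence after 48 h compound exposure at 37 degrees C of IDH1-knockdown HT-1080 cells in 5% FBS RPMI. %Activity scaled between DMSO wells and cell-free media wells, with curves fitted and assigned curve classes.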
# KB-3-1 cytotox – kills parental KB-3-1 adenocarcinoma cells; KB-3-1 viability, CellTiter-Glo ATP luminescence, 72 h; Potency, µM (top dose mostly 46.1 µM), inactives show at the highest dose activity change, negative = cytotoxic, hits mostly cytotoxic; 400,000 tested, 1.4% active; note: % is set by controls: 0 for no effect and ±100 for the full control effect; nearly all actives have a fitted effect of over 60% in size
#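 Cytotoxicity in the drug-sensitive parental line KB-3-1 was scored as loss of CellTiter-Glo luminescence following 72 h incubation with compound. Values come from curve fitting of normalized concentration-response data.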
# * marks the source's active call; other numbers are inactive results; ? = inconclusive; · = not tested or not shown; [ ] = another dose, or the depositor's remark. Calls come from the whole dose curve; as a rule, active = well fitted curve in the direction sought with a large enough effect; inconclusive = small, poorly fitted or top-dose-only effect, or another doubt; inactive = no such curve, though single readings can be large; an effect the other way counts as inactive or inconclusive. Potency is the fitted concentration of half-maximal effect.
SMILES,TDP43 rescue,SW480 rerep,HT1080NT lethal,KB-V1 cytotox,GLP-1R agonist,GLP-1R inv ag,HEK293 tox,HT1080 IDH1KD tx,KB-3-1 cytotox
Nc1ncnc2c1ncn2CCNCCc1ccccc1,-13%,-3%,8%,3%,3%,16%,2%,-2%,14%
CNc1c(NS(=O)(=O)c2ccc(Cl)cc2)c(=O)oc2ccccc12,-14%,-6%,1%,-11%,4%,-12%,-6%,-10%,-2%
Cc1nn(CCCC(=O)Nc2c(F)cc(F)cc2Br)c(C)c1[N+](=O)[O-],20%,-7%,3%,0%,3%,11%,3%,16%,0%
COc1ccc(C(C)(O)c2nc(-c3ccc(C)c(C)c3)cs2)cc1 (stereo not given),25%,·,?,9%,-5%,?,1%,-17%,0%
CCOC(=O)C1(C)/C(=N/Nc2ccccc2)C(=O)C(=O)N1c1ccccc1 (stereo not given),-11%,-5%,-6%,-14%,-2%,?,2%,2%,-7%
COc1cccc2cc(-c3nc4ccc(C)cc4[nH]3)c(=O)oc12,-2%,·,·,13%,·,21%,1%,·,8%
NC(=O)c1ccccc1NC(=O)C1CCCN(c2ncnc3onc(-c4ccc(F)cc4)c23)C1 (stereo not given),19%,·,·,1%,·,11%,-8%,·,1%
O=S(=O)(NCC(c1cccnc1)N1CCN(Cc2ccccc2)CC1)c1ccccc1 (stereo not given),-5%,13%,-1%,-25%,-4%,-13%,8%,0%,0%
O=C(Nc1cccc(Cl)c1N1CCCC1)c1cccc(-c2cc3ccccc3oc2=O)c1,-17%,3%,3%,?,-11%,?,2%,1%,9%
NC(=S)c1ncc(C(F)(F)F)cc1Cl,14%,-10%,7%,?,-1%,-10%,1%,-6%,8%
Cc1ccc2cc(CCNC(=O)c3ccc(S(=O)(=O)N4CCCCC4)cc3)c(=O)[nH]c2c1,-12%,2%,-2%,?,12%,?,-2%,21%,-1%
COc1ccccc1CCN1CCCC(CN(C)CC(C)(C)CO)C1 (stereo not given),-15%,-2%,-16%,?,-1%,?,?,-1%,5%
CCC(NS(=O)(=O)c1ccc(C)cc1)C(=O)N1CCOCCOCCOCC1 (stereo not given),-5%,0%,-1%,-9%,2%,11%,3%,4%,-5%
CN1CCn2cnc(C(=O)NCC(=O)OC(C)(C)C)c2C1=O,20%,·,14%,15%,-3%,16%,1%,7%,?
Cc1ccc(-n2c(=O)c3c(C)c(C)sc3n(Cc3ccc(F)cc3Cl)c2=O)cc1C,15%,·,·,-29%,·,-3%,13%,·,6%
CC(=O)Nc1ccc(OCC(=O)N2CCc3ccccc3C2)cc1,-7%,-10%,19%,-9%,3%,4%,4%,20%,-1%
Cn1c(CCNC(=O)C(C)(C)C)nc2ccccc21,-11%,-6%,8%,12%,-6%,6%,-9%,9%,12%
Cc1ccc(S(=O)(=O)CC(=O)Nc2ccc(Cl)cn2)cc1,13%[9.22 µM],-13%,0%,?,1%,-18%,-1%,-4%,3%
O=C(C[n+]1cc(-c2ccc(F)cc2)n2c1CCC2)Nc1nc(-c2ccccc2)cs1,6%,1%,-15%,-18%,1%,2%,-5%,-30%,?
CN1C(=O)c2ccccc2CC12c1ccccc1C(=O)N2C (stereo not given),21%,·,6%,-1%,6%,1%,4%,8%,16%
CCOC(=O)CSc1nnc(CNc2nc(-c3ccccc3)cs2)n1C,8%,1%,-2%,-6%,-1%,10%,21%,-4%,7%
CCCCCNC(=O)CN(c1ccc2c(c1)OCO2)S(C)(=O)=O,-26%,0%,1%[9.24 µM],4%,-19%,2%,-21%,-15%,-7%
CC(C)(C)c1ccc(/C=C/C(=O)NC2CCS(=O)(=O)C2)cc1 (stereo not given),18%,?,1%,10%,5%,?,-17%,-1%,8%
CCC1CCCCN1C(=O)CSc1nnc2nc(C)cc(C)n12 (stereo not given),11%,-4%,-4%,·,-6%,7%,7%,1%,·
COc1ccccc1OCC(=O)N1CCN(C(=O)COc2ccccc2OC)CC1,-4%,-2%,2%,-9%,4%,-4%,-9%,6%,6%
COc1ccc(CN2C(CC(=O)Nc3cccnc3)c3ccc(C(F)(F)F)cc3S2(=O)=O)cc1 (stereo not given),8%,-6%[9.22 µM],13%,29%,1%,-14%,1%,5%,-3%
COc1ccc(C(=O)N/N=C(\C)c2ccc(NC(=O)Cc3ccccc3)cc2)c(OC)c1,-23%,1%,0%,·,0%,19%,-4%,1%,·
Cc1cc2nn(-c3ccc(F)cc3)nc2cc1NC(=O)c1ccc(OC(C)C)cc1,25%,·,·,-1%,-2%,18%,5%,·,?
Cc1c2n(c3ccccc13)CCC2=O,?,-7%,-2%,-9%,-1%,23%,20%,7%,5%
O=C(N/N=C/c1ccc(OC2CSC2)cc1)c1ccc(CN2CCOCC2)cc1,?,-40%[inhibitor],?,?,7%,?,10%,?,?
O=C(C1CCN(S(=O)(=O)c2cccnc2)CC1)N1CCN(c2cccc(Cl)c2)CC1,14%,-8%,-2%,6.5µM*,3%,-28%,-24%,-3%,?
COc1ccc(Cn2c(-c3ccc(OC)cc3)nc3ccccc32)cc1,21%,-7%,1%,0%,-11%,-1%,-13%,11%,2%
Nc1ccccc1C(=O)NNC(=O)C(=O)/C=C(\O)c1ccccc1,-26%,6%[9.22 µM],-41%,-17%,-9%,40%[activator],-5%,?,-12%
CC(=O)c1cccc(NC(=O)CNC(=O)c2cc3ccccc3o2)c1,15%,?,?,19%,-3%,19%,-7%,14%,?
COc1ccc(-c2cnc3ccccc3n2)cc1NC(=O)CNC(=O)c1ccccc1,-3%,28%,-2%,-24%,10%,0%,-11%,9%,?
Cc1onc(-c2c(Cl)cccc2Cl)c1C(O)c1ccc(F)cc1 (stereo not given),?,-2%,-5%,-4%,7%,?,7%,0%,-3%

# Single records, as listed above. Values in the order: TDP43 rescue	SW480 rerep	HT1080NT lethal	KB-V1 cytotox	GLP-1R agonist	GLP-1R inv ag	HEK293 tox	HT1080 IDH1KD tx	KB-3-1 cytotox
# Cc1onc(-c2c(Cl)cccc2Cl)c1C(O)c1ccc(F)cc1 (stereo not given) across the screens: ?	-2%	-5%	-4%	7%	?	7%	0%	-3%
# COc1ccc(Cn2c(-c3ccc(OC)cc3)nc3ccccc32)cc1 across the screens: 21%	-7%	1%	0%	-11%	-1%	-13%	11%	2%
# COc1ccc(-c2cnc3ccccc3n2)cc1NC(=O)CNC(=O)c1ccccc1 across the screens: -3%	28%	-2%	-24%	10%	0%	-11%	9%	?
# COc1ccccc1OCC(=O)N1CCN(C(=O)COc2ccccc2OC)CC1 across the screens: -4%	-2%	2%	-9%	4%	-4%	-9%	6%	6%
# O=C(N/N=C/c1ccc(OC2CSC2)cc1)c1ccc(CN2CCOCC2)cc1 across the screens: ?	-40%[inhibitor]	?	?	7%	?	10%	?	?

# (more compounds)
SMILES,TDP43 rescue,SW480 rerep,HT1080NT lethal,KB-V1 cytotox,GLP-1R agonist,GLP-1R inv ag,HEK293 tox,HT1080 IDH1KD tx,KB-3-1 cytotox
CON=C(C(=O)NC1C(=O)N2C(C(=O)O)=C(CSc3nc(=O)c(=O)[nH]n3C)CSC12)c1csc(N)n1 (stereo not given),13%,-36%[inhibitor],?,16%,-4%,0%,-4%,16%,0%
Fc1ccc(NC(=S)Nc2cccc3ccccc23)cc1,24%,4%,1%,-3%,13%,?,-6%,8%,-1%
O=C(Nc1ccc(S(=O)(=O)NCc2ccccc2)cc1)Nc1ccc2c(c1)OCO2,-7%,13%,-28%,-26%,-1%,-6%,-2%,-30%,5%
CCOc1ccc(NC(=O)C2CC3CCC2C3)cc1 (stereo not given),15%,1%,-5%,-18%,9%,?,0%,4%,-10%
NC(=O)c1cccc(-c2ccnc3c2CC(C(=O)NCc2cccc(Cl)c2)O3)c1 (stereo not given),19%,·,?,5%,13%,-26%,-11%,9.2µM*,?
COc1ccc(CN2C(=O)C(CC(=O)NCCN3CCOCC3)CC(C(=O)N3CCOCC3)=C2C)cc1 (stereo not given),14%,·,15%,0%,1%,-13%,4%,9%,12%
OCC1(CCc2ccccc2)CCCN(C/C=C/c2ccccc2)C1 (stereo not given),-8%,1%,-24%,?,21%,?,-21%,?,3%
CC(C)(C)c1ccc(S(=O)(=O)NC(=O)C2(C)CCN2C(=O)CC2CCCC2)cc1 (stereo not given),0%,·,15%,3%,-3%,-25%,-13%,4%,0%
O=S(=O)(c1ccccc1)N1CCC(c2ccccc2)CC1,1%,5%[9.22 µM],0%,6%,3%,6%,1%,-3%,-3%
COc1ccc(C2=NN(C(C#N)c3ccc(OC)cc3)C(c3ccccc3)C2)cc1 (stereo not given),25%,10%,-1%,6.5µM*,0%,0%,6%,-10%,23µM*
